# Assay outcomes: PubChem, several laboratories
# MLLE-PAM2 inh – blocks PAM2 peptide binding to the PABP1 MLLE domain. AID 588489. GST-MLLE / FITC-PAM2 fluorescence polarization. actives 0.36% (n = 360,000). inhibition, % at 20 µM; in the data active = inhibition above about 35%, passing the limit was not always enough;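 note: plate controls were DMSO wells with GST-MLLE for no effect and wells lacking GST-MLLE protein for full effect; some results filed as inactive read as strong as hits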
# NRP1-CendR mod – NRP-1/CendR interaction modulation. O14786. AID 602438. inhibition, % at 25 µM. FAM-RPARPAR peptide binding to NRP-1, fluorescence polarization. actives 0.85% (n = 360,000);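 active = inhibition or corrected inhibition above about 18%, plus a signal ratio from 0.5 to 1.5, limit read from the data, passing the limit was not always enough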; note: strong numbers were not always called active
# MsrA act – activators of bovine methionine sulfoxide reductase A. purified bovine MsrA, absorbance read-out. activation, % at 10.6 µM. actives 0.3% (n = 360,000). AID 602163; in the data active = activation above about 7.5%;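 note: 0% = vehicle and 100% = reference activator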
# Tb MetRS inh – blocks T. brucei methionyl-tRNA synthetase activity; actives 0.4% (n = 360,000); inhibition, % at 11.9 µM; AID 624268; purified T. brucei MetRS, ATP depletion, Kinase-Glo luminescence;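 active = inhibition above a per-plate cutoff of the control wells' mean inhibition plus 3 SD, cut at about 5.5% in these data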;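 note: 0% = DMSO wells median and 100% = median of wells with control inhibitor compound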
#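 Test system – parasite MetRS enzyme · Reagent – substrates ATP, L-methionine and bulk Escherichia coli tRNA · Doses – 11.9 µM compound single dose, 0.9% DMSO · Times – 15 min enzyme-compound preincubation, 2 h reaction, 10 min detection, 25 °C · Signal – Kinase-Glo luminescence, ATP depletion format · Controls – DMSO-only wells as low control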
# MsrA inhibitor – bovine MsrA inhibition. AID 651718. inhibition, % at 15.5 µM. purified bovine MsrA, absorbance read-out. actives 0.75% (n = 360,000); in the data active = inhibition above about 4.5%;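 note: 0% = vehicle wells with enzyme and 100% = reference inhibitor wells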
# eLon inh – inhibits E. coli Lon protease | actives 0.42% (n = 360,000) | purified E. coli Lon protease, fluorescence polarization | AID 602123 | inhibition, % at 7.94 µM; in the data active = inhibition above about 13%, passing the limit was not always enough;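 note: 0% = enzyme with probe and DMSO and 100% = no enzyme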
# FAS-TE inh – FAS thioesterase (human) inhibition; actives 0.67% (n = 360,000); AID 602261; P49327; inhibition, % at 15 µM; recombinant FAS-TE, OMFH fluorogenic substrate, fluorescence endpoint;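 active = compounds whose normalised, plate-corrected inhibition of enzyme fluorescence in the single-dose primary screen is 50% or more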;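 note: 0% = DMSO with enzyme and 100% = substrate without enzyme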
# Target sequence (P49327 whole entry, looked up): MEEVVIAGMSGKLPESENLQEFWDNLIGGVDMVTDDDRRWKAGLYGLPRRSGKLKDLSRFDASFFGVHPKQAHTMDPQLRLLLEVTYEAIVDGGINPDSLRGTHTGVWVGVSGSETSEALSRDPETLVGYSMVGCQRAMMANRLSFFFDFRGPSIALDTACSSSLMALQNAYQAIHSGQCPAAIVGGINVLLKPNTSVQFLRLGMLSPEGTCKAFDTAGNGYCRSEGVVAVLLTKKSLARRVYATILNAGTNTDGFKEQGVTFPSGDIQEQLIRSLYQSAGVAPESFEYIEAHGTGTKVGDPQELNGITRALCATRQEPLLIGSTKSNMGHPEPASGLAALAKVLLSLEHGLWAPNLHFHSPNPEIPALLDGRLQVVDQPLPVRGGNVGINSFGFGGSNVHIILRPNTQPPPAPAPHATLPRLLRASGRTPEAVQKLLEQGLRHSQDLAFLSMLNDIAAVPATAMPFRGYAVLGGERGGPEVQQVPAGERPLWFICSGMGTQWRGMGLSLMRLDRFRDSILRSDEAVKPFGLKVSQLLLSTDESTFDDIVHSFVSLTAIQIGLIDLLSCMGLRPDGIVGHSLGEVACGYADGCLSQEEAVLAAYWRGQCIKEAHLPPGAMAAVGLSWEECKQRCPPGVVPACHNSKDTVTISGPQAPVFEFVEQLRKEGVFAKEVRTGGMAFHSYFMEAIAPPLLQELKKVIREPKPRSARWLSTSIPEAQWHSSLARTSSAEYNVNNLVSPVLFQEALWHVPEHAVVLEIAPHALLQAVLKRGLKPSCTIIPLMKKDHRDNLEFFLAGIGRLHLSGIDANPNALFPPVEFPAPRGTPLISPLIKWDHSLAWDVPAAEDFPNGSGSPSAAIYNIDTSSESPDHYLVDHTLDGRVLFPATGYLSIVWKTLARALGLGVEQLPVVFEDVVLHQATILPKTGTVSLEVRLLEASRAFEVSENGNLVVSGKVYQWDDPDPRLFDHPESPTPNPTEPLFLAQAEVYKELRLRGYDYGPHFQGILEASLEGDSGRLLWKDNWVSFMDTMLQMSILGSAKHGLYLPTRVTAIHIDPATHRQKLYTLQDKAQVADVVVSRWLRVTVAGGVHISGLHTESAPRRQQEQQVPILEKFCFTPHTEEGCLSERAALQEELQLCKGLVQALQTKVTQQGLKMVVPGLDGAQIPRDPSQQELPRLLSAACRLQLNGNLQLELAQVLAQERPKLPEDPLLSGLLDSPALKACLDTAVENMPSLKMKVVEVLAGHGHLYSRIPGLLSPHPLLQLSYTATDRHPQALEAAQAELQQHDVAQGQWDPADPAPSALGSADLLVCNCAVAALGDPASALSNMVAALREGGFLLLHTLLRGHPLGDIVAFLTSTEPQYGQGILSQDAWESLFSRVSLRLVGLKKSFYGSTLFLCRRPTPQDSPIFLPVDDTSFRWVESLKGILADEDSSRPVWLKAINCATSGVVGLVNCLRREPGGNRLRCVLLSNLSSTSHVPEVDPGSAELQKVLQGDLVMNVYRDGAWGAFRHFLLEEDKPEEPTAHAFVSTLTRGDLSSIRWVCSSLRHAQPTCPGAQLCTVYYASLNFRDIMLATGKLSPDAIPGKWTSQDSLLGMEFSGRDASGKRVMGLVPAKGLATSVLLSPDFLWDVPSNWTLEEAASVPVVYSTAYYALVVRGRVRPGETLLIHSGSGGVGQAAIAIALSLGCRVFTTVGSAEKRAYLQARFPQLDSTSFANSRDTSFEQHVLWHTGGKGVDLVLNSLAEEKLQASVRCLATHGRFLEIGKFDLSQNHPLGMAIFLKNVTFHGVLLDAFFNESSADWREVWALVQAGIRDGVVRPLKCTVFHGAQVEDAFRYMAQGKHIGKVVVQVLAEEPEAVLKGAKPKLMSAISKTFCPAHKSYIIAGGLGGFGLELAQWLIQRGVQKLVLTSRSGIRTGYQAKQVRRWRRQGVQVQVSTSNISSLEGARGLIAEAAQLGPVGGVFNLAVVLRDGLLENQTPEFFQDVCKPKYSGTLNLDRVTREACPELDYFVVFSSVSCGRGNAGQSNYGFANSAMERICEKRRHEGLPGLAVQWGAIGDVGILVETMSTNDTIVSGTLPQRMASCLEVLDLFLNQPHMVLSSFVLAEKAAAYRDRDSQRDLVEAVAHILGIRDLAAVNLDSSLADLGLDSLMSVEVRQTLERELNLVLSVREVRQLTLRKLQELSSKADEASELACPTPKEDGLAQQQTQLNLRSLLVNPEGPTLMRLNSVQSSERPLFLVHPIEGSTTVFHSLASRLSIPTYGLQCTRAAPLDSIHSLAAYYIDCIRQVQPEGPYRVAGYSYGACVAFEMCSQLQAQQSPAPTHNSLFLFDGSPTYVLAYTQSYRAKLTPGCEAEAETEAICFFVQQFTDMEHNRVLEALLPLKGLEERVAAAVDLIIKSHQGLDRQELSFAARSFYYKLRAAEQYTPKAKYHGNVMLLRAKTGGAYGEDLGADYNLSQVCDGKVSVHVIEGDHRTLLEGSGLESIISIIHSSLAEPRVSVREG
# MT1-MMP act inh – inhibitors of human MT1-MMP activation; actives 0.061% (n = 360,000); HT1080 RFP-PRO-GFP cells, GFP/RFP ratio fluorescence, overnight; percent of plate control window, DMSO zero; AID 651647; GFP/RFP ratio change, % at 20 µM;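 active = GFP/RFP ratio change of at least 30% with cell ATP level not reduced by more than half and red fluorescence within 50% of control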; note: strong numbers were not always called active
#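 Assay system: HT1080 RFP-PRO-GFP cells | Dosing: 20 µM single dose, 1% DMSO | Incubation: Cells overnight before dosing, compound overnight, 37 °C, 5% CO2 | Evaluation: GFP/RFP fluorescence ratio | Control set: DMSO-only wells and HT1080 RFP-L50D-GFP cell wells as references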
# SKN-1 inh – blocks SKN-1 activity in C. elegans. C. elegans VP596 Pgst-4::GFP/RFP ratio, acrylamide-induced, 24 h. inhibition, % at 21.8 µM. actives 0.49% (n = 360,000);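 active = interference check ratio from 0.5 to 1.5 plus GFP to RFP signal ratio inhibition reaching or exceeding a fixed threshold, cut at about 30% in these data, passing the limit was not always enough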; note: some compounds called inactive have numbers as strong as hits
# Numbers without * were called inactive.
SMILES,MLLE-PAM2 inh,NRP1-CendR mod,MsrA act,Tb MetRS inh,MsrA inhibitor,eLon inh,FAS-TE inh,MT1-MMP act inh,SKN-1 inh
Cc1ccc(C(OC(=O)c2ccco2)C(=O)NC2CCCCC2)cc1 (centres undefined),2,18,-1,0.2,1.5,5,2,1,-7
O=C(Cc1cccs1)Nc1cccc(C(=O)Nc2ccc(C(=O)O)cc2)c1,8,-13,-3,-0.5,-1.2,-2,-5,3,-4
Cc1c(N(C)CS(=O)(=O)O)c(=O)n(-c2ccccc2)n1C,37,15,-5,-0.9,-0.1,-4,-6,-1,-12
Cc1ccccc1NC(=O)CC(C)S(=O)(=O)c1ccc2c(c1)NC(=O)CO2 (centres undefined),13,5,-10,-0.8,-1.1,5,-3,-3,-11
CCOC(=O)c1c(N/N=C/c2cccnc2)n[nH]c1C,-16,-2,-5,3.3,3.3,2,-7,3,-1
COc1ccc(CN(C(=O)c2cc(=O)c3ccccc3o2)C2CCS(=O)(=O)C2)cc1 (centres undefined),22,18,-4,-0.3,-0.5,-1,8,-1,12
Cc1ccc(NC(=O)Cc2cc(C(=O)O)c3ccccc3n2)c(C)c1,11,-2,-7,-0.7,2.8,4,-16,-11,1
CN(C)c1ccc(N2[C@@H](CC(=O)O)c3cc(C(F)(F)F)ccc3S2(=O)=O)cc1,-1,25*,0,-0.3,-0.3,-5,-10,2,9
O=C1c2c(Cl)c(Cl)c(Cl)c(Cl)c2C(=O)N1c1nccs1,5,-4,4,-0.1,-1.3,-11,-5,1,-6
COc1ccc(CCN(Cc2cccs2)S(=O)(=O)c2ccc(S(=O)(=O)N(C)C3CCCCC3)cc2)cc1OC,4,-2,1,-0.3,-0.3,-1,2,-1,-4
Cc1ccc(-c2nnc(SCC(=O)N3CCCC3)o2)cc1,-3,15,1,0.0,0.0,1,-2,-2,9
O=S(=O)(Nc1ccccc1F)c1ccc2nsnc2c1,-13,-10,-2,0.2,0.9,-8,-5,-4,7
COc1cccc(NC(=O)C2(C)CCCN2C(=O)C(C)C)c1OC (centres undefined),0,6,-1,-0.1,-0.1,0,-5,1,8
CCN1C(=O)/C(=C\c2ccncc2)SC1=Nc1ccc(C)c(C)c1,-1,-1,-2,-0.5,0.3,4,-10,-10,3
Cc1c(F)cccc1NS(=O)(=O)c1ccc2c(c1)n(C)c(=O)c(=O)n2C,4,5,-8,-0.2,0.5,-4,-9,3,-5
C[N+](C)=C1SCC(C)(/C=N/O)S1 (centres undefined),23,-10,-4,0.2,-1.4,0,-4,1,-3
COc1ccc(-n2nc(C(=O)NCC(=O)N3CC(C)CC(C)C3)c3ccccc3c2=O)cc1OC (centres undefined),-4,-5,-3,0.5,1.4,1,4,2,15
Cc1[nH]c(=O)[nH]c(=O)c1/C=N/NC(=O)[C@H](C)NC(=O)OC(C)(C)C,9,-1,2,1.0,1.0,11,-4,11,10
CC(C)(C(=O)c1ccccc1)/[N+]([O-])=C/c1ccccc1,3,8,0,-1.0,0.8,8,-7,10,23
Cc1ccc(C2C(=O)N(C3CCCC3)CC(=O)N2C2CCCCC2)cc1 (centres undefined),-4,-10,-2,-0.1,-1.2,-1,-1,-18,-12
COc1ccc(CC(=O)N2CCN=C2SCc2cccc([N+](=O)[O-])c2)cc1,12,0,-10,-0.7,1.0,-4,30,5,-4
c1ccc(-c2ccncc2)nc1,3,16,-3,-0.4,1.0,1,-12,-7,-26
COCCN1CCN(C(=O)C2CCC(=O)N(Cc3cccc(C(F)(F)F)c3)C2)CC1 (centres undefined),2,-2,-3,-0.4,-0.3,7,-7,-1,-16
Clc1ccc(Cc2ccccc2)nn1,7,10,2,0.1,0.1,-2,-7,5,-2
COc1ccc(S(=O)(=O)Nc2ccc(CC#N)cc2)cc1,2,-2,-4,0.8,-1.0,-5,-4,1,-5
O=C(CCC(=O)c1ccc(F)cc1)Nc1ccccc1Cl,3,4,-4,-0.6,1.1,0,-1,1,-9
O=C(NC1=NCCS1)c1nc(-c2ccccc2)n(-c2ccccc2)n1,24,2,-5,-1.1,2.6,-6,-7,1,0
CCC(CC)c1nnc(NC(=O)CCc2ccccc2)s1,13,-7,-3,-1.4,0.1,-1,0,-2,5
Cc1ccc(NC(=O)Nc2ccc3c(c2)CCC3)cc1C,-4,1,-4,-0.5,-1.5,0,-4,3,14
COc1ccc(N2C(=O)CC(Sc3nc(C)cc(C)c3C#N)C2=O)cc1 (centres undefined),8,-6,-3,-0.4,0.5,-2,-4,6,-2
CCCCOC(=O)c1ccccc1N1C(=O)C2C3CCC(C3)C2C1=O (centres undefined),-4,-2,-6,-0.4,0.6,13,-7,1,-3
CCCNC(=O)NNC(=O)c1ccc(F)cc1,4,5,-1,-0.5,0.2,6,-8,3,-2
CCOc1ccc(N2C(=O)C3CCCN3C2=O)cc1 (centres undefined),1,8,7,-0.1,0.7,-7,-5,-2,2
O=S(=O)(c1ccccc1F)N1CCN(c2nc3ccccc3s2)CC1,3,10,-6,-0.6,1.8,1,1,6,-3
COc1ccc(NC(=S)NCCc2c[nH]c3ccc(OC)cc23)c(OC)c1,-20,-16,0,0.6,-0.1,2,-4,6,3
CN(Cc1ccccc1)C(=O)c1ncn(C)c1C(=O)N(C)Cc1ccccc1,-123,20,0,-0.2,0.3,-5,-9,-3,14

# A draw from above in order of number of heavy atoms, smallest number first.
SMILES,MLLE-PAM2 inh,NRP1-CendR mod,MsrA act,Tb MetRS inh,MsrA inhibitor,eLon inh,FAS-TE inh,MT1-MMP act inh,SKN-1 inh
C[N+](C)=C1SCC(C)(/C=N/O)S1 (centres undefined),23,-10,-4,0.2,-1.4,0,-4,1,-3
COc1ccc(CN(C(=O)c2cc(=O)c3ccccc3o2)C2CCS(=O)(=O)C2)cc1 (centres undefined),22,18,-4,-0.3,-0.5,-1,8,-1,12
COc1ccc(CCN(Cc2cccs2)S(=O)(=O)c2ccc(S(=O)(=O)N(C)C3CCCCC3)cc2)cc1OC,4,-2,1,-0.3,-0.3,-1,2,-1,-4

# The list continues:
SMILES,MLLE-PAM2 inh,NRP1-CendR mod,MsrA act,Tb MetRS inh,MsrA inhibitor,eLon inh,FAS-TE inh,MT1-MMP act inh,SKN-1 inh
O=C(O)CCC(=O)Nc1sc2c(c1C(=O)NCc1ccccc1)CCCC2,-4,0,-3,0.2,-0.3,-2,-4,7,4
Cc1ccc(-c2csc(NC(=O)C3=COCCO3)n2)cc1,-3,-4,-9,-1.0,0.1,-2,9,3,-4
Cc1nnc(Sc2c(-c3ccccc3)c3ccc(Cl)cc3[nH]c2=O)s1,-9,-4,-2,0.3,0.7,-7,-3,-7,-9
O=C(O)c1ccc(NC(=O)C2CCCCC2)cc1,4,5,-8,-0.8,-0.6,0,-11,-3,1
Cc1cc(C)nc(CCNC(=O)c2cc(COc3c(F)cccc3F)on2)n1,-4,15,-5,-0.1,-0.6,-2,-9,0,3
COC(=O)c1ccccc1N(C)S(=O)(=O)c1cc2c(cc1C)OCC(=O)N2,6,-6,-3,0.1,-1.2,1,0,5,6
CC(Nc1ccccc1)c1cc(Cl)ccc1O (centres undefined),7,-2,0,-0.8,1.0,1,12,2,21
CC1(OC(=O)CCc2ccccc2)C(=O)C=C2C=C(c3ccc(C#N)cc3)N(CCc3c[nH]c4ccccc34)C=C2C1=O (centres undefined),-10,-3,-2,-0.4,1.4,6,7,6,0
O=C(O)c1cccc(C(=O)c2cccc3ccccc23)c1,-4,-9,-2,-0.8,0.6,-11,-7,-2,1
C#CCOCCOCCOCCNc1nc(N2CCN(C(=O)[C@H](CO)n3cc([C@@H](N)C(C)C)nn3)CC2)nc(N2CCN(C(=O)[C@H](CCC(=O)O)n3cc([C@@H](N)CCCCN)nn3)CC2)n1,1,8,0,0.5,-0.6,-6,-4,3,1

# Part of the list above, as tab-separated lines:
structure	MLLE-PAM2 inh	NRP1-CendR mod	MsrA act	Tb MetRS inh	MsrA inhibitor	eLon inh	FAS-TE inh	MT1-MMP act inh	SKN-1 inh
CCOc1ccc(N2C(=O)C3CCCN3C2=O)cc1 (centres undefined)	1	8	7	-0.1	0.7	-7	-5	-2	2
O=S(=O)(c1ccccc1F)N1CCN(c2nc3ccccc3s2)CC1	3	10	-6	-0.6	1.8	1	1	6	-3
COc1ccc(NC(=S)NCCc2c[nH]c3ccc(OC)cc23)c(OC)c1	-20	-16	0	0.6	-0.1	2	-4	6	3
CN(Cc1ccccc1)C(=O)c1ncn(C)c1C(=O)N(C)Cc1ccccc1	-123	20	0	-0.2	0.3	-5	-9	-3	14
O=C(O)CCC(=O)Nc1sc2c(c1C(=O)NCc1ccccc1)CCCC2	-4	0	-3	0.2	-0.3	-2	-4	7	4
Cc1ccc(-c2csc(NC(=O)C3=COCCO3)n2)cc1	-3	-4	-9	-1.0	0.1	-2	9	3	-4
Cc1nnc(Sc2c(-c3ccccc3)c3ccc(Cl)cc3[nH]c2=O)s1	-9	-4	-2	0.3	0.7	-7	-3	-7	-9
O=C(O)c1ccc(NC(=O)C2CCCCC2)cc1	4	5	-8	-0.8	-0.6	0	-11	-3	1
Cc1cc(C)nc(CCNC(=O)c2cc(COc3c(F)cccc3F)on2)n1	-4	15	-5	-0.1	-0.6	-2	-9	0	3
COC(=O)c1ccccc1N(C)S(=O)(=O)c1cc2c(cc1C)OCC(=O)N2	6	-6	-3	0.1	-1.2	1	0	5	6
CC(Nc1ccccc1)c1cc(Cl)ccc1O (centres undefined)	7	-2	0	-0.8	1.0	1	12	2	21
CC1(OC(=O)CCc2ccccc2)C(=O)C=C2C=C(c3ccc(C#N)cc3)N(CCc3c[nH]c4ccccc34)C=C2C1=O (centres undefined)	-10	-3	-2	-0.4	1.4	6	7	6	0
O=C(O)c1cccc(C(=O)c2cccc3ccccc23)c1	-4	-9	-2	-0.8	0.6	-11	-7	-2	1
C#CCOCCOCCOCCNc1nc(N2CCN(C(=O)[C@H](CO)n3cc([C@@H](N)C(C)C)nn3)CC2)nc(N2CCN(C(=O)[C@H](CCC(=O)O)n3cc([C@@H](N)CCCCN)nn3)CC2)n1	1	8	0	0.5	-0.6	-6	-4	3	1
